VLA-4 inh: inhibition in a human VLA-4 binding assay; P13612; VLA-4 expressing cells, ligand binding flow cytometry; inhibition, % (about 7 µM as worked out from the volumes in the protocol); hit rate 0.2% among 330,000; in the data active means inhibition above about 50%
proCasp3 act: procaspase-3 (human) activation. activation, % at 8.5 µM. recombinant procaspase-3 D3A, Ac-DEVD-pNA absorbance 405 nm. hit rate 0.11% among 330,000. AID 463141. P42574;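 active means activation above the mean of all tested compounds plus 3 SD, cut at about 21% in these data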;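 further: 0% = DMSO alone and 100% = DMSO wells spiked with extra 5 µM PC-3 D3A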
Target sequence (P42574 whole entry D9A/D28A/D175A): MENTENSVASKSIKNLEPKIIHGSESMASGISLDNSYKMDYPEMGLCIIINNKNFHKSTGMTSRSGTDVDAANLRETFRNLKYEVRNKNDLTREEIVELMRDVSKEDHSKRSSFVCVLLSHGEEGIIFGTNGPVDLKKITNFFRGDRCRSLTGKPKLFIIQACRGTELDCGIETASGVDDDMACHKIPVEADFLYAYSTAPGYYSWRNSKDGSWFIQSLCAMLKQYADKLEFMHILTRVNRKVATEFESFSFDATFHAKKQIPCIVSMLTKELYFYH
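Test system: Procaspase-3 D3A mutant; medium: Zinc-free HEPES/NaCl buffer with 0.01% Triton X-100 at pH 7.4; reagent: DEVD-pNA substrate; doses: one concentration, 8.5 µM nominal, 0.8% DMSO; times: 1 h preincubation plus 2 h reaction at 25 °C; signal: Epi-absorbance at 405 nm of released p-nitroaniline, 0 and 120 min; replicates: singlicate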
core dimer inh: blocks dimerization of HCV core protein | TR-FRET GST/Flag-core106 dimerization, 1536-well | inhibition, % at 5 µM | hit rate 0.33% among 300,000 | AID 1899;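 active means inhibition above the mean of all tested compounds plus 3 SD, set per screening campaign, cut at about 45% in these data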
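Assay system – GST-tagged and Flag-tagged HCV core protein residues 1-106 · Quantity – core106 proteins, GST 13.5 nM and Flag 17 nM · Benchmarks – unlabelled core106 and no-GST-core106 wells · Read-out basis – percent inhibition of core106 dimerization signal · Detection – time-resolved FRET, ex 340 nm, em 617 and 671 nm · Schedule – 4 h at 22.5 °C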
JMJD2C inh: inhibitors of human GASC-1 (JMJD2C) demethylase; GST-JMJD2C(1-420) H3K9me3 demethylation, DELFIA europium; hit rate 0.069% among 330,000; inhibition, % at 2.35 µM; Q9H3R0;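 active means more than half of a compound's replicate wells show inhibition beyond 50%, single wells judged on their own value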;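 further: signal counts dimethyl H3K9 product captured on neutravidin plate; 0% = median of DMSO wells and 100% = 0.3 times that DMSO median; strong numbers were not always called active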
PP1 inh: counter-screen for PP5 inhibitors: inhibitors of human PP1-alpha | purified PP1alpha, OMFP fluorescence | inhibition, % at 6.7 µM | hit rate 0.9% among 320,000;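 active means inhibition above the mean inhibition of all tested compounds plus 3 SD, computed separately for each screening campaign, cut at about 15% in these data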
procasp7 counter: counter-screen for procaspase-3 activators: activators of human procaspase-7; hit rate 0.093% among 330,000; recombinant procaspase-7, Ac-DEVD-pNA absorbance 405 nm; D23A/D198A/D206A triple mutant, cannot self-cleave; scale: DMSO 0, 5 µM enzyme 100; AID 463210; activation, % at 8.5 µM; P55210;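 active means percent activation above the screen-wide mean plus 3 SD, cut at about 25% in these data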
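Detection: p-Nitroaniline absorbance at 405 nm, read at 0 and 120 min; system: Uncleavable procaspase-7 mutant enzyme; evaluation: % activation from two-timepoint absorbance difference, scaled to controls; times: 1 h enzyme–compound preincubation and 2 h substrate reaction, both 25 °C; buffer or medium: Zinc-free HEPES pH 7.4 with 300 mM NaCl, 0.01% Triton X-100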
GRK2 inh: blocks RNA aptamer binding to human GRK2; AID 488847; P25098; bead flow cytometry, FAM-aptamer displacement from GRK2; inhibition of aptamer binding, % at 10 µM; hit rate 0.59% among 330,000;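 active means inhibition of aptamer binding above 40%, roughly 3 SD of noise, on plates passing a quality check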;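 further: median bead fluorescence of bound FAM aptamer so fluorescent compounds give negative values; no value below 0 was filed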
PP5 primary: blocks human protein phosphatase 5 activity | P53041 | purified PP5c, OMFP substrate fluorescence | inhibition, % at 6.7 µM | hit rate 0.18% among 320,000;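 active means inhibition above the campaign's mean inhibition across all tested compounds plus 3 SD, cut at about 9.5% in these data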;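 further: 0% = DMSO only and 100% = 100 µM cantharidin control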
Target sequence (P53041 whole entry, looked up): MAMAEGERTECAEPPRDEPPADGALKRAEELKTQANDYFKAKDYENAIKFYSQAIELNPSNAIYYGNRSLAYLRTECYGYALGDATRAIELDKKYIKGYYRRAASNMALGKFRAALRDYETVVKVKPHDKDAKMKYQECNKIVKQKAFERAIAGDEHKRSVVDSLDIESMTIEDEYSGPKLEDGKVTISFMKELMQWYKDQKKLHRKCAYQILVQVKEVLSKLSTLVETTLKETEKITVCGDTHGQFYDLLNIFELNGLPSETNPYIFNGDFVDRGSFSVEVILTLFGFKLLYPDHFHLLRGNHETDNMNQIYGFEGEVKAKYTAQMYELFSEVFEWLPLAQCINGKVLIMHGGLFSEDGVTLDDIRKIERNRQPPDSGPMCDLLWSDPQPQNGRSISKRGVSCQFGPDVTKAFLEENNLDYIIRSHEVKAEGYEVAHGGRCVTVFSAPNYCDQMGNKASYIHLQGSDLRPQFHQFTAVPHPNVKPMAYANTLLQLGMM
Fh CTSL1 inh: cathepsin L1 inhibition, PFM18AAP counter-screen; recombinant F. hepatica cathepsin L1, Z-Leu-Arg-MCA fluorescence; inhibition, % at 5.96 µM; hit rate 0.49% among 300,000;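 active means inhibition above the mean of all tested compounds plus 3 SD, set per screening campaign, cut at about 17% in these data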;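 further: 0% = plate median of test compound wells and 100% = 1 µM Z-Phe-Ala-diazomethylketone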
* hit, by the source's call; i = inactive; . = no result given.

Fields: VLA-4 inh	proCasp3 act	core dimer inh	JMJD2C inh	PP1 inh	procasp7 counter	GRK2 inh	PP5 primary	Fh CTSL1 inh
Cc1ccc(C)c(OCCSc2nnc(-c3cccnc3)n2N)c1
 : 30	4	3	-29	3	14	0	0.7	-3
COc1ccc(O)c(/C=N/N2CCOCC2)c1
 : 5	-2	-4	2	2	-4	2	0.1	5
CCOC(=O)/C(=C\C=C\c1ccccc1)NC(=O)c1ccccc1
 : -17	13	3	-15	-2	3	1	0.0	2
NC(=O)C1CCN(CC(=O)Nc2ccccn2)CC1
 : i	4	-2	0	-2	-7	0	-1.0	1
COCCn1nnnc1C(C(C)C)N1CCN(C(=O)c2ccco2)CC1 (centres undefined)
 : -5	-8	-2	1	-4	-6	3	-2.6	0
CC1CCC2(CC1)NC(=O)N(CC(=O)NC(C)c1ccc(F)c(F)c1)C2=O (centres undefined)
 : -5	8	.	-4	-2	18	1	-0.1	.
CCc1ccc(C(=O)NNC(=O)c2n[nH]c(=O)c3ccccc23)cc1
 : -6	6	.	.	-5	-2	0	-2.2	.
CC(Sc1nc(-c2ccccc2)cc(C(F)(F)F)n1)C(=O)N1CCOCC1 (centres undefined)
 : 19	1	2	-19	-3	6	0	1.1	4
CC(O)CNc1nc2c(c(=O)n(Cc3ccc(Br)cc3)c(=O)n2C)n1C (centres undefined)
 : 6	-3	4	2	-2	0	0	3.0	2
Cc1ccc(C(=O)Nc2ccc(S(=O)(=O)N3CCCC3)cc2)o1
 : 29	7	-5	-1	-1	1	5	2.8	-1
Cc1cc(NC(=O)CCOc2ccccc2)no1
 : 19	2	-3	-14	-4	9	0	1.2	0
CC(C)CCOc1ccc(CO[C@@H]2[C@H]3OC(C)(C)O[C@H]3O[C@@H]2C(O)CO)cc1 (some centres undefined)
 : 2	8	-7	12	-1	8	3	1.7	2
COc1ccccc1-c1nnc(SCc2nc3ccccc3[nH]2)n1C
 : -1	7	0	4	2	-1	0	-1.5	-3
O=C(CSCc1c(F)cccc1Cl)NCc1ccncc1
 : 19	5	0	12	-1	4	0	-1.8	-1
O=C1NC2(CCCCC2)C(=O)N1Cc1ccc([N+](=O)[O-])cc1
 : 33	-6	12	-1	-3	-5	0	-1.2	2
Cc1ccc(C)c(NCc2n[nH]c(=S)n2-c2ccccc2)c1
 : -24	-8	-3	2	-4	-15	2	1.8	1
CC(C)c1[nH]c(=O)c(C#N)c2c1COC(C)(C)C2
 : -7	-1	-2	-30	0	-4	6	-1.2	2
O=C(COC(=O)/C=C/c1cn(-c2ccccc2)nc1-c1cccnc1)Nc1ccc(Cl)cc1Cl
 : 18	6	37	-11	6	10	0	-1.3	-9
N#Cc1ccccc1OCCCN1CCC(Cc2ccccc2)CC1
 : 10	-1	2	-3	-3	1	0	-1.8	-1
Cc1cc(O)c2c(c1)C(O)(C1OC(CO)C(O)C(O)C1O)c1cccc(O)c1C2=O (centres undefined)
 : 5	-5	-6	-31	1	3	0	-4.5	1

Following part
Fields: VLA-4 inh	proCasp3 act	core dimer inh	JMJD2C inh	PP1 inh	procasp7 counter	GRK2 inh	PP5 primary	Fh CTSL1 inh
O=C(Cn1c(C(F)(F)F)nc2ccccc21)N=Nc1c(O)[nH]c2ccc(Br)cc12
 : -7	4	0	-1	-2	2	0	2.0	-6
CCCn1nc2cc(C(=O)NCc3ccccc3)ccc2c1OCC
 : 35	4	-11	12	-1	12	3	0.3	3
O=C(NCCOc1ccccc1)C1CCC(=O)N(C2CCCCCC2)C1 (centres undefined)
 : -3	-1	-18	1	-1	1	0	1.8	-2
COc1ccc(CCNC(=O)CN2C(=O)c3cccc4cccc(c34)C2=O)cc1OC
 : 21	-9	-2	-1	-1	2	0	2.5	-4
COc1ccc(NS(=O)(=O)c2cccc(C(=O)N/N=C/c3ccc4c(c3)OCCO4)c2)cc1
 : 5	9	4	2	17*	-3	2	1.0	1
Cc1nn(Cc2c(Cl)cccc2Cl)c(C)c1NC(=O)Cn1nc([N+](=O)[O-])c(Cl)c1C
 : 18	-1	15	5	1	5	0	2.2	3
C/C(=C\c1ccccc1)C(=O)NCCCn1ccnc1
 : 23	4	-3	-1	-2	-2	4	2.6	-2
COc1ccccc1CNC(=O)Cn1cnnn1
 : 0	3	-3	-6	-1	8	0	1.5	3
O=C(Nc1nccs1)C1CCCN1S(=O)(=O)c1cccc2cccnc12 (centres undefined)
 : 22	2	1	11	-2	-5	2	1.9	-1
OCCNc1nc(Nc2ccccc2O)nc(N2CCCC2)n1
 : -11	1	-12	0	4	8	0	3.5	-1
C=CCn1c(SCC(=O)NC2CCCCC2)nnc1-c1ccccn1
 : -13	-8	-20	1	0	-2	2	2.7	2
CCCCn1c(N)c(N(CC(C)C)C(=O)c2ccc(F)c(S(=O)(=O)N3CCOCC3)c2)c(=O)[nH]c1=O
 : -1	-1	-2	-7	-3	-1	2	-1.0	-1
CN(C)CCCN(C(=O)c1ccc2c(c1)OCCO2)c1nc2ccc(Cl)cc2s1
 : -3	-4	-7	-7	0	2	0	0.9	3
Cn1cnnc1SCc1ccccc1[N+](=O)[O-]
 : 9	4	1	10	-6	7	0	-2.4	-3
CCOc1ccc(CCNC(=O)CCn2cccc2)cc1OCC
 : 12	-2	0	-5	-1	-1	0	0.3	-2
COc1ccc(C(=O)NCC(=O)OCc2cccc(Br)c2)cc1
 : 1	3	3	8	-1	3	0	3.5	-14
COc1ccc(C)cc1NC(=O)c1cc(-c2ccccc2)nc2c1cnn2C(C)C
 : 2	8	.	-3	-1	8	1	4.8	.
COc1cccc(OCc2cc(C(=O)N3CCCC3c3ccccn3)no2)c1 (centres undefined)
 : -1	9	5	-11	-1	-1	4	1.1	4
COC1(OC)C(=N/O)/C(=N\O)CCC1O (centres undefined)
 : 8	-4	0	1	1	4	1	-1.0	1
Cn1ncc2c(N3CCOCC3)ncnc21
 : 16	3	-13	9	0	9	1	2.5	-1

(further entries)
Fields: VLA-4 inh	proCasp3 act	core dimer inh	JMJD2C inh	PP1 inh	procasp7 counter	GRK2 inh	PP5 primary	Fh CTSL1 inh
COc1ccccc1CNC(=O)C/C(C)=N/NC(=O)Cc1ccc(Cl)cc1
 : 4	2	-3	-1	0	-6	0	1.9	0
COc1cc2c(cc1OC)CN(CC(=O)Nc1ccc3c(c1)OC(F)(F)O3)CC2
 : 12	-4	-3	2	0	0	0	0.4	-2
COc1cc(S(=O)(=O)N2CCN(c3ccccc3F)CC2)ccc1Cl
 : 6	1	2	-9	6	5	0	6.1	-2
O=C(OCC(=O)N1CCN(C(=O)c2ccco2)CC1)c1ccccc1
 : 14	2	3	4	-9	12	78*	-2.4	-4
Cc1ccc(NC(=S)NCC2CCCO2)cc1 (centres undefined)
 : -10	3	-1	-12	-1	7	0	0.0	3
CCOC(=O)NC(=S)Nc1ccc(OC)cc1
 : 5	-3	0	7	-3	1	0	-0.3	1
O=C(NCCCN1CCOCC1)c1cc(-c2ccc3c(c2)OCO3)nc2ccccc12
 : 9	-1	5	-8	-2	4	0	-0.3	3
CCOc1ccc(C(CC(=O)O)NC(=O)COc2ccccc2)cc1 (centres undefined)
 : -6	7	4	5	-1	-4	1	-1.0	-3
COc1cc(C2c3[nH]c4ccccc4c3CCN2Cc2cn(C)nc2C)ccc1F (centres undefined)
 : 1	-2	-1	1	2	-7	0	0.0	13
CCN1C(=NCCN2CCOCC2)N[C@@H](c2ccccc2)C(C(=O)OC)=C1C
 : 40	-7	4	-10	-5	-9	2	1.9	5
COc1ccccc1/C=N/NC(=O)CC(=O)Nc1ccc(Cl)c(Cl)c1
 : 17	-11	5	6	2	-11	0	2.7	8
COc1ccc(OCCCSc2ncccn2)cc1
 : 6	-5	-7	-19	-1	-7	1	2.3	-4
Cc1ccccc1C(=O)c1cccn1CC(=O)NCc1ccco1
 : 12	-8	-357	5	-5	13	0	0.4	-1
Cc1ccc(NC(=O)NC(=O)CN2CCCC2c2ccc3c(c2)OCCO3)cc1C (centres undefined)
 : -18	4	.	.	-1	-7	0	2.1	.
O=C(NCCc1ccc2c(c1)OCCO2)c1cccc(S(=O)(=O)N2CCCC2)c1
 : 8	4	.	-3	-2	4	0	-2.3	.
CCOc1ccccc1NS(=O)(=O)c1cn(C)nc1C
 : 11	4	-3	-6	4	9	0	-0.2	-1
CC(C)c1ccc(Nc2nnc(SCC(=O)c3nnc(-c4ccccc4)o3)s2)cc1
 : -21	-11	46	-54	11	-10	0	2.0	-5
CC(OC(=O)c1ccncc1)C(=O)Nc1cc(S(=O)(=O)N2CCCCC2)ccc1Cl (centres undefined)
 : 6	-1	5	17	-2	12	10	-2.7	0
C/C=C/C=N/Nc1nc(C)cc(=O)[nH]1
 : -1	5	0	-8	-3	3	0	1.5	6
CCCCCCn1c(Br)nc2c1c(=O)n(C)c(=O)n2C
 : -2	1	-3	17	-6	0	2	-4.7	35*
O=C(CCN=C1NS(=O)(=O)c2ccccc21)Nc1ccc(Cl)cc1F
 : 2	7	.	13	-7	-6	0	2.8	.

Random excerpt: 2 compounds from above.
Fields: VLA-4 inh	proCasp3 act	core dimer inh	JMJD2C inh	PP1 inh	procasp7 counter	GRK2 inh	PP5 primary	Fh CTSL1 inh
O=C(CCN=C1NS(=O)(=O)c2ccccc21)Nc1ccc(Cl)cc1F
 : 2	7	.	13	-7	-6	0	2.8	.
COc1cc(C2c3[nH]c4ccccc4c3CCN2Cc2cn(C)nc2C)ccc1F (centres undefined)
 : 1	-2	-1	1	2	-7	0	0.0	13

From PubChem

Random draw from the library. Share with any hit: about 2.6%.
